MITF TRPM1 inh = MITF TRPM1 promoter inhibition in SK-MEL-5 cells; actives 0.83% (n = 330,000); SK-MEL-5 TRPM1 promoter luciferase, 24 h; AID 488899; inhibition, % at 12.5 µM;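 active means mean inhibition across replicates of 60% or more, whatever share of single replicates reaches that level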; further: values of inactives mirror those of a sister screen read the other way
KKLEB cytotox = reduces viability of KKLEB cystic fibrosis airway cells | AID 602141 | actives 0.36% (n = 360,000) | KKLEB CF airway cells viability, ATPlite luminescence, overnight; stronger effect = lower value; cells stimulated with P. aeruginosa culture filtrate | activity change (cytotoxicity), % at 5 µM;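 active means corrected activity change at or below -50% at 5 µM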
NR2E3 ag-1 = agonists of human NR2E3 nuclear receptor; actives 0.35% (n = 360,000); Q9Y5X4; CHO-S Gal4-NCOR/VP16-NR2E3 two-hybrid, luciferase; inhibition of corepressor binding, % at 3.98 µM; AID 602229;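 active means inhibition above the mean of all tested compounds plus 3 SD, cut at about 70% in these data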;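 further: 0% = DMSO with NR2E3 transfected cells and 100% = cells lacking NR2E3 construct; higher means lower luciferase signal from less NR2E3 corepressor binding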
Target sequence (Q9Y5X4 whole entry, looked up, the tested form may be a part): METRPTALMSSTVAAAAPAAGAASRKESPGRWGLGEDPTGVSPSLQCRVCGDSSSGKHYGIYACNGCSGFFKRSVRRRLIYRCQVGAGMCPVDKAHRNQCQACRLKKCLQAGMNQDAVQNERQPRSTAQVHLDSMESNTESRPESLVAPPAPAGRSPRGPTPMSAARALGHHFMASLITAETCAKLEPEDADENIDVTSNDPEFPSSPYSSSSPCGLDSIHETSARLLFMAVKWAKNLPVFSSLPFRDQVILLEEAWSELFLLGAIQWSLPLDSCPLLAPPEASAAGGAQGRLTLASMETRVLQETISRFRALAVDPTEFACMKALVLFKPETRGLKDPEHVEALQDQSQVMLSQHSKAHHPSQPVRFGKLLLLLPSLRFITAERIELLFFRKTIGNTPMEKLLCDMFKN
NR2E3 ag-2 = NR2E3 (human) agonism; Q9Y5X4; GST-NR2E3/biotin-RetCOR TR-FRET, 1536-well; inhibition of corepressor binding, % at 4.78 µM; actives 0.12% (n = 320,000); AID 2300;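 active means percent inhibition above the cutoff of mean plus 3 SD of all tested compounds, set per screening campaign, cut at about 20% in these data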;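 further: 0% = DMSO wells and 100% = biotin wells as full block of FRET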
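System: GST-tagged NR2E3 plus biotinylated RetCOR corepressor; Buffer or medium: pH 7.5 Tris-based buffer; Probe or stimulus: RetCOR corepressor, biotinylated, 7 nM; Doses: compound at 4.8 µM, single dose; Schedule: 5 h incubation at 4 °C; Technique: time-resolved FRET; Evaluation: percent inhibition of TR-FRET ratio; Replication: one well per compound, singlicate testing.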
TRAIL sens C8 = caspase-8 TRAIL sensitization; NB7+C8 cells + TRAIL, ATPlite viability luminescence; inhibition (viability loss, TRAIL sensitization), % at 10 µM; actives 1% (n = 360,000);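 active means compounds causing at least 50% loss of cell viability in the single-dose screen, relative to plate controls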
HIF-2a block = HIF-2a inhibition | 786-0 RCC cells HIF-2a reporter, luciferase luminescence, overnight | actives 0.72% (n = 360,000) | AID 624352 | inhibition, % at 18.8 µM;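 active means inhibition of the luminescence signal of 40% or more relative to plate controls, in a single-dose primary screen at 18.75 µM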
CF NFkB inh = inhibitors of cystic fibrosis induced NF-kB. KKLEB NF-kB-GFP reporter, PAF-induced, GFP fluorescence overnight. inhibition, % at 5 µM. actives 0.86% (n = 360,000);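 active means at least 50% inhibition at 5 µM, scaled per plate between neutral and stimulator controls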;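 further: PAF is a Pseudomonas aeruginosa culture filtrate used as stimulus; plate controls were PAF-stimulated DMSO wells for no effect and unstimulated DMSO wells for full effect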
Shn3 3UTR inh = inhibitors of Schnurri-3 3'UTR reporter in osteoblasts. Clone20 osteoblast Shn3 3'UTR firefly luciferase, 24 h. inhibition, % at 12.5 µM. AID 588674. actives 0.52% (n = 360,000);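 active means mean inhibition of at least 75% with every replicate also reaching 75%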;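 further: 0% = median of neutral control wells and 100% = pilot-screen positive control compound; some compounds past the cut are filed as inactive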
iPSC survival up = enhancers of human iPSC single-cell survival; hiPSC single-cell survival, ATPlite luminescence; 100% = ROCK inhibitor wells, 0% = DMSO; AID 602274; survival enhancement, % at 20 µM; actives 0.044% (n = 360,000); in the data active means survival enhancement above about 18%;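 further: cells exposed to compounds for 16 hours before the ATP read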
Peg3 promoter = inhibitors of Peg3 promoter; HeLa PEG-Prom luciferase reporter, luminescence, overnight; inhibition, % at 20 µM; actives 1.7% (n = 360,000);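 active means inhibition of at least 50% at 20 µM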
LMP1 NFkB inh = reduces LMP1-driven NF-kappaB luciferase signal; AID 504558; actives 0.69% (n = 350,000); inhibition, % at 12.5 µM; LMP1-induced NF-kappaB luciferase reporter cells, luminescence; in the data active means inhibition above about 41%;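 further: 0% = neutral control wells and 100% = reference inhibitor control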
Numbers without * were called inactive; . = not tested or not shown. The list is partial (hit frequency here may not be typical).

SMILES	MITF TRPM1 inh	KKLEB cytotox	NR2E3 ag-1	NR2E3 ag-2	TRAIL sens C8	HIF-2a block	CF NFkB inh	Shn3 3UTR inh	iPSC survival up	Peg3 promoter	LMP1 NFkB inh
CC(OC(=O)CCNS(=O)(=O)c1ccc(Cl)cc1)C(=O)N(C)Cc1ccccc1 (stereo not given)	.	-7	4	.	-2	10	32	13	-2.0	26	0
COc1ccc(C(=O)N/N=c2\oc3ccccc3cc2C(=O)NCc2ccccc2)cc1	-5	14	13	-3	-17	-34	-19	5	-0.7	-23	0
CSc1nc(N)nc(C(C)C)n1	-4	2	-1	-6	12	-12	2	-58	0.9	-29	4
NC1=NC(=O)/C(=C/C=C/c2cccs2)S1	-32	-9	-98	-6	21	-272	-9	-92	-0.8	-276	-22
CCc1c(C)sc(NC(=O)c2cccs2)c1C(N)=O	-57	7	-107	3	17	-231	-12	-55	-1.4	-285	-19
Cc1cccc(N2C(=O)SC(N(C)c3ccccc3)C2=O)c1 (stereo not given)	10	-2	-16	-4	18	-4	8	-2	2.1	4	-3
O=C(Nc1ccccc1)Nc1ccc2snnc2c1	-20	1	-68	1	-2	-260	-1	-18	-3.2	-250	0
CN(C)CCCn1c(N)c(S(=O)(=O)c2ccccc2)c2nc3ccccc3nc21	.	24	6	-1	-20	25	-11	-9	-0.4	13	.
CCC(Sc1nc2cc(OC)c(OC)cc2c(=O)n1Cc1ccco1)C(=O)NCCOC (stereo not given)	3	7	-18	-1	6	20	-13	-7	1.8	26	5
CCOC(=O)C1CCCN(Cc2ccc(OC)cc2OC)C1 (stereo not given)	4	10	1	1	-9	18	8	-5	0.0	-16	0
COc1ccc(CNC(=O)C2CCC(=O)N(CCCN3CCCC3=O)C2)cc1 (stereo not given)	1	11	-2	-1	-14	4	1	9	-0.5	6	-3
CCCCn1nc(C(=O)Nc2ccc(S(=O)(=O)Nc3ncccn3)cc2)c2ccccc2c1=O	10	-8	-10	4	21	17	-7	7	-0.7	11	-7
O=S(=O)(Nc1nc2ccccc2s1)c1cnc(Cl)c(Br)c1	4	-2	-26	0	0	1	22	-4	-0.4	35	-3
C[C@H]1CN=C(Nc2ccccc2)N1CCC1CCCCC1	-11	-3	-7	-2	-8	6	-6	40	-1.9	-17	2
O=C(NCc1ccccc1Cl)NC(=O)c1ccccc1	-13	9	-2	-4	8	-22	-16	-17	-0.3	-29	8
Cc1c(/C=C/C(=O)c2ccccc2O)cnn1C	-78	-1	-90	0	-16	-220	6	-82	2.1	-273	-26
O=C(O)CCCCCNC(=O)/C(=C\c1ccco1)NC(=O)c1ccco1	6	-12	-12	1	2	9	8	-2	-0.3	7	-4
COc1ccc(NC(=O)Nc2ccccc2C(N)=O)cc1	0	-6	6	-2	-2	-19	0	5	-2.8	-28	-6
O=C(Nc1nc(OCCN2CCCC2=O)cnc1/C=C\c1ccccc1)c1cc2ccccc2s1	.	-6	-33	.	-7	11	0	5	-0.5	23	.
COc1cccc2[nH]c(C(=O)NC(C)c3ccccc3)cc12 (stereo not given)	-3	-2	-13	-2	2	-4	8	22	0.4	2	3
Cc1ccccc1C(=O)OC1CCN(C)CC1	10	11	-22	1	3	13	-6	-8	0.1	-4	-9
Cc1cccc(CN2CCSCC2)c1	8	-4	-13	4	-1	2	-13	11	-0.3	13	-5
CCN1CCc2c(C#N)c(N3CCCCC3)nc(N3CCOCC3)c2C1	-13	-3	-9	-1	24	9	-6	6	-2.6	22	-10
C=CCc1cccc(OC)c1OCCOCCn1ccnc1	4	2	8	0	-6	-4	2	-10	2.2	11	-14
c1ccc(CN2CCN(Cc3nnc(-c4ccccc4)o3)CC2)cc1	5	-3	-4	2	2	-17	2	-8	-0.1	-11	2
Next part:
SMILES	MITF TRPM1 inh	KKLEB cytotox	NR2E3 ag-1	NR2E3 ag-2	TRAIL sens C8	HIF-2a block	CF NFkB inh	Shn3 3UTR inh	iPSC survival up	Peg3 promoter	LMP1 NFkB inh
Cc1ccc(S(=O)(=O)Nc2ccccc2)cc1C(=O)N1CCCC1	1	8	-9	4	-2	7	15	16	-0.4	1	-5
CCN(CC)c1ccc(/C=c2/sc3nnc(-c4ccccc4C)n3c2=O)cc1	10	-38	-14	4	-2	13	-24	3	-0.4	16	9
CCn1c(CCc2ccccc2)nc2ccccc21	-21	5	-61	.	8	-231	3	-20	1.3	-107	-2
COc1cc(/C=C(\C#N)c2ccccn2)ccc1OCC(=O)Nc1ccc(Br)cc1	-3	8	-11	0	-12	13	-6	-30	0.7	1	3
Cc1ccc(Cl)cc1NC(=O)CN1CCN(S(=O)(=O)N2CCC(C)CC2)CC1	10	-23	15	-2	-7	15	14	9	-0.5	21	7
COc1ccccc1C(CC(=O)O)NS(=O)(=O)c1ccc2c(c1)N(C(C)=O)CC(C)O2 (stereo not given)	-6	2	-15	2	-5	12	-6	-11	0.2	7	6
O=C1CC(N2CCN(c3ccccc3)CC2)C(=O)N1c1cccc(Br)c1 (stereo not given)	-3	-4	-16	-3	3	9	-7	-6	-0.5	0	-4
CCOC(=O)CNC(=O)c1ccc2[nH]c3ccccc3c2c1	-9	0	11	4	6	-20	-8	-9	0.3	-31	-2
Cc1cccc(C)c1NC(=S)N(CCCN1CCCCC1)Cc1ccco1	8	6	15	5	-1	0	-2	-5	0.1	-7	-11
Oc1ccc(C=Nc2cccc3ccccc23)c(O)c1	11	18	-34	-3	10	-11	3	-16	-0.7	-18	-9
CCOC(=O)c1cn[nH]c1N	2	-16	-6	1	-39	9	5	25	-0.1	0	4
COC(=O)c1ccccc1NC(=O)c1cc([N+](=O)[O-])nn1Cc1ccccc1	-5	-2	9	-1	3	9	-1	8	0.4	9	-6
Cc1c(Cl)cccc1NC(=O)CCNC(=O)N1CC(=O)Nc2ccccc21	-3	0	-2	1	-3	9	0	-1	0.4	2	9
Cc1cc(C(=O)N2CCCC(C)(C(=O)NS(=O)(=O)C3CC3)C2)n(C(C)(C)C)n1 (stereo not given)	.	0	0	.	5	8	4	5	-0.1	0	.
CC(=O)NC1C(=O)N=C(SCC(=O)NC2CCCCC2)NC1=O (stereo not given)	4	4	-5	1	-20	17	14	-7	0.1	0	1
Cc1cccc(OCC(=O)NC(=S)NNC(=O)c2ccncc2)c1	3	5	0	1	-4	-3	-7	15	-0.4	13	-3
c1ccc2c(c1)-c1ccccc1C2N1CCOCC1	-1	-10	0	.	-19	5	22	-6	2.1	-2	0
CCOc1ccc2nc(NC(=O)c3cnc(C)cn3)sc2c1	-4	1	-50	2	25	-58	-11	1	4.6	-60	4
CC(Oc1ccc2ccc(=O)oc2c1)C(=O)NC1CCN(Cc2ccccc2)CC1 (stereo not given)	-2	4	-21	1	-44	8	0	3	-0.2	-7	.
O=C(NC1CCCC1)c1ccc(Br)c(S(=O)(=O)N2CCCCC2)c1	-3	11	-6	-2	-7	6	-4	0	0.3	10	1
CCc1cccc(C)c1NC(=S)NCc1ccc2c(c1)cc(C)n2C	9	5	-14	3	5	15	-2	23	-1.9	12	-4
O=C(CC1CCCC1)N1CCN(S(=O)(=O)c2ccc(F)cc2)CC1	-5	4	-6	2	-7	-1	12	5	-0.1	14	1
CCCc1cc2c(-c3ccccc3)cc(=O)oc2cc1OCc1ccc(C(=O)O)o1	3	15	33	-4	-5	-2	8	-5	2.6	14	-5
CN(CC(O)COc1ccc(OCC(O)CN(C)C2CCCCC2)cc1)C1CCCCC1 (stereo not given)	-12	-15	-6	5	-9	19	26	5	-5.5	83*	-4
CCOc1ccc(OCCC(=O)NNC(=O)c2cc(C)oc2C)cc1	5	-11	-23	2	3	9	12	-7	0.3	3	5
O=C1c2ccccc2C(=O)N1CCCCN(C(=O)c1ccco1)c1ccc(Cl)cc1	-4	-4	-24	-1	-4	17	-2	-5	8.1	20	2
COc1ccc(S(=O)(=O)N2CCCCCC2)cc1C(=O)N(C)Cc1ccccc1F	5	-8	9	-3	5	7	-9	19	-0.4	15	3
O=C(NC1CCCCC1)C(c1ccccc1)N1CCc2ccccc21 (stereo not given)	.	-22	-17	2	3	17	5	28	2.4	12	11
COc1ccc(C)cc1NC(=O)c1cccc(C(=O)Nc2cc(C)ccc2OC)n1	6	-2	2	2	14	-1	15	2	-0.3	13	-11

Arranged by value in HIF-2a block (falling): 3 from the list above.
Molecule	HIF-2a block
CC(=O)NC1C(=O)N=C(SCC(=O)NC2CCCCC2)NC1=O (stereo not given)	17
CCN(CC)c1ccc(/C=c2/sc3nnc(-c4ccccc4C)n3c2=O)cc1	13
c1ccc2c(c1)-c1ccccc1C2N1CCOCC1	5

Taken from the entries so far, 14 compounds:
SMILES	MITF TRPM1 inh	KKLEB cytotox	NR2E3 ag-1	NR2E3 ag-2	TRAIL sens C8	HIF-2a block	CF NFkB inh	Shn3 3UTR inh	iPSC survival up	Peg3 promoter	LMP1 NFkB inh
Cc1cccc(OCC(=O)NC(=S)NNC(=O)c2ccncc2)c1	3	5	0	1	-4	-3	-7	15	-0.4	13	-3
c1ccc2c(c1)-c1ccccc1C2N1CCOCC1	-1	-10	0	.	-19	5	22	-6	2.1	-2	0
CCOc1ccc2nc(NC(=O)c3cnc(C)cn3)sc2c1	-4	1	-50	2	25	-58	-11	1	4.6	-60	4
CC(Oc1ccc2ccc(=O)oc2c1)C(=O)NC1CCN(Cc2ccccc2)CC1 (stereo not given)	-2	4	-21	1	-44	8	0	3	-0.2	-7	.
O=C(NC1CCCC1)c1ccc(Br)c(S(=O)(=O)N2CCCCC2)c1	-3	11	-6	-2	-7	6	-4	0	0.3	10	1
CCc1cccc(C)c1NC(=S)NCc1ccc2c(c1)cc(C)n2C	9	5	-14	3	5	15	-2	23	-1.9	12	-4
O=C(CC1CCCC1)N1CCN(S(=O)(=O)c2ccc(F)cc2)CC1	-5	4	-6	2	-7	-1	12	5	-0.1	14	1
CCCc1cc2c(-c3ccccc3)cc(=O)oc2cc1OCc1ccc(C(=O)O)o1	3	15	33	-4	-5	-2	8	-5	2.6	14	-5
CN(CC(O)COc1ccc(OCC(O)CN(C)C2CCCCC2)cc1)C1CCCCC1 (stereo not given)	-12	-15	-6	5	-9	19	26	5	-5.5	83*	-4
CCOc1ccc(OCCC(=O)NNC(=O)c2cc(C)oc2C)cc1	5	-11	-23	2	3	9	12	-7	0.3	3	5
O=C1c2ccccc2C(=O)N1CCCCN(C(=O)c1ccco1)c1ccc(Cl)cc1	-4	-4	-24	-1	-4	17	-2	-5	8.1	20	2
COc1ccc(S(=O)(=O)N2CCCCCC2)cc1C(=O)N(C)Cc1ccccc1F	5	-8	9	-3	5	7	-9	19	-0.4	15	3
O=C(NC1CCCCC1)C(c1ccccc1)N1CCc2ccccc21 (stereo not given)	.	-22	-17	2	3	17	5	28	2.4	12	11
COc1ccc(C)cc1NC(=O)c1cccc(C(=O)Nc2cc(C)ccc2OC)n1	6	-2	2	2	14	-1	15	2	-0.3	13	-11
